pCIP destab: p/CIP protein destabilization. F442A p/CIP-EGFP cells, EGFP fluorescence, 16 h. decrease of EGFP signal, % at 10 µM. 290,000 tested, 0.01% active;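 active = EGFP signal decrease of at least 30% at 10 µM or well 3 SD below plate mean, unless failing retest; inactive = the rest, including hits failing retest or dose response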; note: some compounds called inactive have numbers as strong as hits; many of its hits are not listed in these tables
Target sequence (Q05BA5 1-1403): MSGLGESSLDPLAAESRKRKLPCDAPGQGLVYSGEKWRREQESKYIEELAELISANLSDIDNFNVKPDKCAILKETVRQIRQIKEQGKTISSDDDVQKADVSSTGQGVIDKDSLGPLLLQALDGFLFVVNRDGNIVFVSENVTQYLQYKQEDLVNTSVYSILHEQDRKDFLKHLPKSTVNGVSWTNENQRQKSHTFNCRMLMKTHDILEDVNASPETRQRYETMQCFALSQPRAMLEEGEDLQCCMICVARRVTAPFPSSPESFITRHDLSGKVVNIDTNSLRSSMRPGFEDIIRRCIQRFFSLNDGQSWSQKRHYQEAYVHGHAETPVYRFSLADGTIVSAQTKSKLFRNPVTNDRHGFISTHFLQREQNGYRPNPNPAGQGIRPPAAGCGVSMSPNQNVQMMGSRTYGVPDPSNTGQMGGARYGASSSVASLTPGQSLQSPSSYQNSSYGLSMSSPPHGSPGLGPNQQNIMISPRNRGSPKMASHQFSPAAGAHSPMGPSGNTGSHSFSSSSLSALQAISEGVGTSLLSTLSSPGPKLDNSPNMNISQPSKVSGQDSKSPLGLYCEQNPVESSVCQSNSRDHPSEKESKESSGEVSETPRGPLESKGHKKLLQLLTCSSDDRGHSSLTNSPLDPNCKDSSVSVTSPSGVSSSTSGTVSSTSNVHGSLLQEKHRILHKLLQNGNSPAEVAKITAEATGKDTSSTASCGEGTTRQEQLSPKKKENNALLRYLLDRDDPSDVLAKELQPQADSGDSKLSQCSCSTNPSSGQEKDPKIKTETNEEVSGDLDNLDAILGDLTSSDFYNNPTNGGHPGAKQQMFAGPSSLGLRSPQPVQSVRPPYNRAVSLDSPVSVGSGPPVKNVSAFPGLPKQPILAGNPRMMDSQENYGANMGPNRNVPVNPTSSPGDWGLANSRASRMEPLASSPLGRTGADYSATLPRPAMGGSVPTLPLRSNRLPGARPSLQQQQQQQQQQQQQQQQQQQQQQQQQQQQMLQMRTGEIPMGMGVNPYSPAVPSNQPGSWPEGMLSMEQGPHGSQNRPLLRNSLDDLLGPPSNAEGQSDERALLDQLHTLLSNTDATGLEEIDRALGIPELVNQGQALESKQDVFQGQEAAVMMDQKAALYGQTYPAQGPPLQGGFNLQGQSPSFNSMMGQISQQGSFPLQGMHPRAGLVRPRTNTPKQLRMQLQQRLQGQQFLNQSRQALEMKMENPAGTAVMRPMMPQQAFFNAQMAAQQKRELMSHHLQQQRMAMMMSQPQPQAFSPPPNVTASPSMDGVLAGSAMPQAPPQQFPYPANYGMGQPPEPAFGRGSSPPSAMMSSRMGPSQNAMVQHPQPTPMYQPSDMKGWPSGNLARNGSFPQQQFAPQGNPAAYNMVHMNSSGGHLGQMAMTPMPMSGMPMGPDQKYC
MEKK2 WT-MEK5: raises or lowers MEK5 binding to wildtype human MEKK2 PB1 domain; Q9Y2U5; bead flow cytometry, Alexa488-MEK5 binding to MEKK2 WT; actives lie on both sides; binding response (% of control), % at 10 µM; 290,000 tested, 1.1% active; in the data active = binding response below about 67% or above about 130%
MEKK2mut PB1 HTS: signal of MEK5 binding to mutant human MEKK2 PB1 domain | bead flow cytometry, Alexa488-MEK5 binding to MEKK2 mutant | percent response, % at 10 µM | 290,000 tested, 0.35% active | AID 1530; in the data active = percent response above about 24%, passing the limit was not always enough; note: inactives centre near 1; some results filed as inactive read as strong as hits; reference of the scale not given here
IDE inh: inhibitors of human insulin-degrading enzyme in cells; 320,000 tested, 0.41% active; AID 434962; inhibition, % at 5.59 µM; P14735; HEK cells, FAbetaB cleavage, fluorescence polarization;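 active = percent inhibition above the average of all tested compounds plus 3 SD, set per screening campaign, cut at about 16% in these data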;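 note: IDE supplied by intact live HEK cells; FP after avidin binding of uncleaved biotin substrate so inhibition keeps polarization high; 0% = DMSO wells and 100% = 60 µM reference IDE inhibitor Ii1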
MEKK3 PB1 HTS: modulators (inhibitors or enhancers) of MEK5 binding to human MEKK3 PB1 domain; Q99759; bead-based flow cytometry, Alexa488-MEK5 binding to MEKK3; actives lie on both sides; 0 = blocked by unlabeled MEK5, 100 = vehicle; binding response (% of control), % at 10 µM; 290,000 tested, 1.4% active; AID 1529;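 active = binding response more than 3 SD above or below the average of its plate-row segment, actives on both sides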;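 note: Alexa488 bead fluorescence after subtracting the streptavidin-only scavenger bead signal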
SUMO HTRF inh: SUMOylation inhibition; AID 2006; P63279; 290,000 tested, 0.36% active; HTRF SUMOylation assay, SAE1/SAE2 + UBC9, in vitro; inhibition, % at 35 µM; in the data active = inhibition above about 50%, passing the limit was not always enough; note: strong numbers were not always called active
NALP1 inh: inhibitors of NALP1 inflammasome in yeast; 280,000 tested, 0.61% active; inhibition, % at 10 µM; S. cerevisiae NALP1/ASC/caspase-1 growth, X-gal OD620, 72 h; in the data active = inhibition mostly above about 24%, no sharp cut-off; inactive = mostly below about 32%; note: some compounds called inactive have numbers as strong as hits
IDE cell activ: boosts human insulin-degrading enzyme activity in HEK cells. P14735. 340,000 tested, 0.073% active. FAbeta-B cleavage, fluorescence polarization; 0% vehicle, 100% cell-free pure enzyme wells. activation, % at 5.96 µM;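 active = activation above the mean of all tested compounds plus 3 SD, set per screening campaign, cut at about 17% in these data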
M18AAP inhibitor: blocks P. falciparum M18 aspartyl aminopeptidase. recombinant PfM18AAP, H-Glu-NHMec fluorogenic cleavage. inhibition, % at 7.35 µM. 290,000 tested, 1.2% active;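 active = inhibition above the campaign mean inhibition over all tested compounds plus 3 SD, cut at about 28% in these data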;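 note: 0% = plate median of test compound wells and 100% = 2 mM ZnCl2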
Starred values were filed as active, the others as inactive; x = not tested or not shown.

SMILES | pCIP destab | MEKK2 WT-MEK5 | MEKK2mut PB1 HTS | IDE inh | MEKK3 PB1 HTS | SUMO HTRF inh | NALP1 inh | IDE cell activ | M18AAP inhibitor
O=C(Cn1cnc2sc3c(c2c1=O)CCCC3)NCCCC(=O)N1CCC2(CC1)OCCO2 | -11 | 103 | 1 | 3 | 103 | 4 | 7 | 7 | -2
Cc1ccc(-n2c(O)c(C=NCCC3=CCCCC3)c(=O)[nH]c2=O)cc1 | 10 | 103 | 3 | 6 | 103 | 8 | 3 | 3 | 6
Cc1cccc2c(CCN)c[nH]c12 | -6 | 106 | -1 | -2 | 103 | 20 | 26 | 3 | -11
CCOc1cc(CNC(C)C(O)c2ccccc2)cc(Cl)c1OCC (stereo unspecified) | 0 | 96 | -2 | 3 | 94 | 8 | 29 | 1 | -8
CN1CC(C(=O)c2ccccc2)C(C(=O)c2ccccc2)C1 (stereo unspecified) | -2 | 102 | -3 | -2 | 101 | 7 | -15 | -7 | -2
COc1ccc(CCNCc2c(OC)ccc3ccccc23)cc1 | -10 | 115 | 22 | -2 | 100 | 14 | 21 | -3 | 2
O=[N+]([O-])c1ccc(NCc2ccccc2)c2nonc12 | -32 | 98 | -1 | 34* | 110 | 47 | -13 | x | 6
C[N+]1(C)C2CCC1CC(OC(=O)c1ccco1)C2 (stereo unspecified) | -3 | 92 | -7 | 1 | 90 | -3 | x | -1 | 0
CCCC1=C(C(=O)OCC)C2(C(=O)Nc3ccc(C)cc32)C(C#N)=C(N)O1 (stereo unspecified) | -11 | 92 | -3 | 2 | 98 | -10 | 21 | 1 | 5
O=C(C(=O)N1CCOCC1)c1cn(Cc2ccccc2F)c2ccccc12 | -4 | 103 | 0 | -2 | 98 | 9 | 13 | 4 | -2
CC[C@H]1CN2CC[C@@]3(C(=O)Nc4ccccc43)[C@@H]2C[C@@H]1/C(=C\OC)C(=O)OC | x | 101 | 4 | 0 | 104 | x | x | x | x
Cc1cc(C=O)c(C)n1C(C)C | 4 | 98 | 1 | -3 | 101 | -5 | -6 | -5 | 1
O=P1(Oc2ccccc2)CC=C[C@H](COCc2ccccc2)O1 (stereo partly specified) | -4 | 109 | 4 | 1 | 104 | 8 | -7 | 4 | x
Cc1ccc(C2=NN(CCC(=O)N3CCC4(CC3)OCCO4)C(=O)CC2)cc1 | 7 | 99 | -1 | -2 | 102 | 14 | -8 | 2 | -2
O=C(O)c1nonc1-c1nonc1C(=O)O | -11 | 102 | 3 | -4 | 104 | 8 | 0 | 3 | -5
Cn1c(C(=O)N2CCC(C(=O)N3CCC4(CC3)OCCO4)CC2)cc2sccc21 | -2 | x | x | 0 | x | 7 | -5 | 2 | 16
CCN(CC)CCN=Cc1c(O)n(C2CCCCCC2)c(=O)[nH]c1=O | -11 | 101 | 6 | -4 | 103 | 22 | 22 | 1 | -4
CC(=O)N1CCN(c2ccc([N+](=O)[O-])cc2C=C2C(=O)NC(=O)NC2=O)CC1 | -2 | 103 | 9 | 1 | 99 | 21 | 29 | 2 | 1
Cc1oc(-c2ccccc2Cl)nc1CN1C(=O)CN=C(c2ccccc2)c2ccccc21 | -5 | 98 | -3 | 4 | 111 | -5 | 28 | 7 | -2
C#C[C@@]1(O)CCC2C3CCC4=C/C(=N/OCC(=O)NC(CCC(N)=O)C(=O)O)CC[C@]4(C)C3CC[C@@]21C (stereo partly specified) | 3 | 105 | 1 | -2 | 108 | -12 | 28 | 5 | 2
Cc1cccc(OP(N)(=O)Oc2cccc(C)c2C)c1C | -27 | 101 | 3 | 6 | 102 | -7 | 8 | 5 | 5
Cc1ccc(C2SCC(=O)Nc3c2c(=O)[nH]n3C2CCOC(C)(C)C2)cc1 (stereo unspecified) | -5 | 100 | 2 | 0 | 103 | 2 | 36 | 5 | 5
CC1CCN(C(=O)CCl)CC1 | -12 | 102 | 1 | 0 | 104 | -3 | 5 | 2 | -3
O=C1NC(=O)C(=Cc2ccsc2)C(=O)N1 | -1 | 95 | -6 | -1 | 90 | 7 | 3 | 1 | -1
O=C(COc1ccc(S(=O)(=O)N2CCCCC2)cc1)N1CCN(Cc2ccccc2)CC1 | -9 | 96 | -6 | 2 | 89 | 6 | x | 6 | 2

The closing two compounds of the section above come first, to join the parts.
SMILES | pCIP destab | MEKK2 WT-MEK5 | MEKK2mut PB1 HTS | IDE inh | MEKK3 PB1 HTS | SUMO HTRF inh | NALP1 inh | IDE cell activ | M18AAP inhibitor
O=C1NC(=O)C(=Cc2ccsc2)C(=O)N1 | -1 | 95 | -6 | -1 | 90 | 7 | 3 | 1 | -1
O=C(COc1ccc(S(=O)(=O)N2CCCCC2)cc1)N1CCN(Cc2ccccc2)CC1 | -9 | 96 | -6 | 2 | 89 | 6 | x | 6 | 2
COc1cccc(CNCCc2ccc(F)cc2)c1 | 2 | 98 | 5 | 6 | 96 | 0 | 6 | 0 | -4
COCCOC(=O)C1=C(C)OC(N)=C(C(=O)OC)C12C(=O)Nc1ccccc12 (stereo unspecified) | -7 | 101 | 1 | 3 | 99 | 24 | 2 | 7 | 7
Cc1nc2ccc(P(=O)(O)O)cc2s1 | 6 | 99 | -1 | 0 | 102 | 7 | 15 | x | 50*
O=C(NC1CCCCC1)N1C[C@H]2C[C@@H](C1)c1cccc(=O)n1C2 | 9 | 109 | 6 | -3 | 104 | 10 | -12 | 3 | -1
O=C(CCc1ccccc1)N1C[C@H]2C[C@@H](C1)c1cccc(=O)n1C2 | -10 | 100 | 0 | 13 | 99 | 3 | 3 | -2 | 2
COc1ccc(CCN(C)Cc2ccncc2)cc1OC | 0 | 105 | 3 | 7 | 104 | 21 | 19 | -1 | 7
FC(F)(F)c1ccc2c(c1)N(CCCN1CCN(CCCl)CC1)c1ccccc1S2 | -8 | 173* | 24* | -7 | 101 | 15 | 14 | 6 | -6
O=c1[nH]c(=O)n(-c2ccccc2F)c(O)c1/C=C1\C=Nc2ccccc21 | -10 | 95 | -4 | 6 | 104 | 13 | 12 | -7 | 42*
C=CCN1C(=O)C2(C(C(=O)OCC)=C(N)Oc3c2c(=O)oc2ccccc32)c2ccccc21 (stereo unspecified) | 2 | 94 | 0 | 0 | 99 | -13 | 30 | 2 | 2
FC(F)(F)c1ccc(CNCCc2c[nH]c3ccccc23)cc1 | -9 | 117 | 17 | 3 | 107 | 1 | 10 | 5 | -5
COc1ccc(-c2nn(CCC#N)cc2C(=O)Nc2ccc(C(C)=O)cc2)cc1[N+](=O)[O-] | -7 | 106 | 5 | 4 | 103 | 13 | 20 | 2 | -7
CCCCn1c(O)c(C(C)=NCc2cccnc2)c(=O)[nH]c1=O | 12 | 98 | -1 | 4 | 98 | 13 | x | 0 | 5
Cc1ccc(N=C(N(C)C)P(=O)(N(C)C)N(C)C)cc1 | -3 | 99 | -2 | 3 | 105 | -1 | 24* | 8 | 2
CCOP(=O)(OCC)c1cccc(OP(=O)(c2cccc([N+](=O)[O-])c2)c2cccc([N+](=O)[O-])c2)c1 | 4 | 95 | -8 | 2 | 99 | 11 | -7 | x | -1
COC(=O)C1=C(c2ccccc2)C[C@@H]2CC[C@H]1N2C(=O)N1CCCC1 | x | 103 | 3 | 3 | 104 | x | x | 4 | x
CCCCn1c(C)c(C(=O)OCC)c2c(CN3CCCC3)c(O)ccc21 | -8 | 108 | 6 | 1 | 103 | 9 | 1 | 2 | 27
COc1ccccc1CC1/C(=N/O)C2CCN1CC2 (stereo unspecified) | -9 | x | x | -6 | x | 30 | -21 | 4 | -11
CCC1=CCN(CCc2c(C)[nH]c3ccccc23)CC1 | x | 118 | 8 | -4 | 107 | x | x | -1 | x
C=CC[N+]1(C)C2CCC1CC(O)C2 (stereo unspecified) | -6 | 97 | 3 | 2 | 100 | 5 | -6 | 0 | 4
COc1ccc(-n2c(CN3CCOCC3)nc3ccccc3c2=O)c(OC)c1 | 8 | 107 | 3 | 2 | 107 | -2 | 13 | 1 | -3
CCC(=O)c1ccc(OC(=O)N(C)c2ccccc2)cc1 | 3 | 100 | 1 | 2 | 109 | -11 | 8 | x | 2
Cc1ccsc1CNCCc1ccc(F)cc1 | -6 | 116 | 7 | -3 | 111 | 12 | 4 | 3 | -4
COc1ccccc1CCNC1CCC(C(C)(C)C)CC1 (stereo unspecified) | -21 | 99 | -2 | -2 | 90 | 7 | 24 | 10 | 1
Cc1c(N=Cc2c(O)n(CCc3ccccc3)c(=O)[nH]c2=O)c(=O)n(-c2ccccc2)n1C | -10 | 109 | 8 | 3 | 105 | 8 | 6 | 3 | 2
O=C(O)Cn1cc(/C=C2\C(=O)NC(=O)N(c3ccc(Cl)cc3)C2=O)c2ccccc21 | -5 | 105 | 6 | 6 | 104 | 7 | 3 | -5 | 26

Fetched by structure from the list above, 2 records:
SMILES | pCIP destab | MEKK2 WT-MEK5 | MEKK2mut PB1 HTS | IDE inh | MEKK3 PB1 HTS | SUMO HTRF inh | NALP1 inh | IDE cell activ | M18AAP inhibitor
COc1ccc(CCN(C)Cc2ccncc2)cc1OC | 0 | 105 | 3 | 7 | 104 | 21 | 19 | -1 | 7
Cc1ccsc1CNCCc1ccc(F)cc1 | -6 | 116 | 7 | -3 | 111 | 12 | 4 | 3 | -4

Following part
SMILES | pCIP destab | MEKK2 WT-MEK5 | MEKK2mut PB1 HTS | IDE inh | MEKK3 PB1 HTS | SUMO HTRF inh | NALP1 inh | IDE cell activ | M18AAP inhibitor
COc1ccccc1N1CCN(Cc2ccc(Br)s2)CC1 | 0 | 101 | -1 | 2 | 103 | -31 | 2 | 2 | -1
CN(Cc1ccccc1)C(=C(Cl)Cl)/C(=C1/NCCN1Cc1ccc(Cl)nc1)[N+](=O)[O-] | -13 | 108 | 6 | 1 | 108 | 5 | -3 | 6 | 3
COc1cccc(CN2CCNCC2)c1 | 11 | 105 | 3 | 2 | 99 | 1 | 6 | 3 | 3
Cc1ccsc1C(=O)C1CCCN(Cc2ccccc2O)C1 (stereo unspecified) | -7 | 95 | -6 | 2 | 92 | 12 | 12 | 4 | -12
c1csc(CN2CCNCC2)c1 | -42 | 97 | -2 | 2 | 94 | -11 | -10 | 6 | -2
COc1ccc(OCC(=O)N2CCN(C(C)C)CC2)cc1 | 0 | 101 | 2 | 1 | 95 | 5 | 3 | 3 | 3
CCCCn1c(O)c(C(C)=NCC2CCCO2)c(=O)[nH]c1=O (stereo unspecified) | -3 | 100 | 0 | 2 | 104 | 24 | 8 | 5 | 11
O=c1[nH]c(=O)n(Cc2ccco2)c(O)c1C=NC1CCN(Cc2ccccc2)CC1 | -2 | 103 | 2 | -3 | 111 | 13 | x | x | -5
COc1cc(OC)c2c(c1)OCC1CON(C)C21 (stereo unspecified) | -2 | 100 | -1 | -2 | 101 | 11 | -8 | 3 | -8
c1cncc(CNC2=NCCCCC2)c1 | -16 | 103 | 2 | 1 | 107 | -5 | x | 5 | 4
COC(=O)C1=C(c2cccc(OC)c2OC)C[C@@H]2CC[C@H]1N2C(=O)NCc1ccco1 | x | 102 | 1 | 0 | 103 | x | x | 4 | x
Cc1cccc(NC(=O)N2CCCC2)c1 | 1 | 98 | -1 | -1 | 100 | 10 | 3 | 3 | 0
c1ccc(C2NCCc3[nH]cnc32)cc1 (stereo unspecified) | 3 | 112 | 6 | 5 | 114 | 25 | -3 | 1 | -2
N=C1c2ccccc2CN1NC(=O)c1ccc(Cl)cc1 | -6 | 95 | -1 | 2 | 98 | 9 | 19 | 4 | -3
COc1ccc(-n2c(O)c(C=NCCN3CCN(C(C)=O)CC3)c(=O)[nH]c2=S)cc1 | 10 | 105 | 6 | -3 | 103 | 9 | 6 | -1 | -2
CCOc1cccc(CNCCc2c(C)[nH]c3ccc(OC(F)(F)F)cc23)c1O | -6 | 150* | 19 | -3 | 104 | -14 | 33 | 6 | 1

Bioassay records from PubChem.

Some of the compounds tested; count on the stated rates, not on these rows.
